# Compound activity from PubChem BioAssay.
# PP5 inh – blocks human protein phosphatase 5 activity; purified PP5c, OMFP substrate fluorescence; inhibition, % at 6.7 µM; 320,000 tested, 0.18% active; AID 1987;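 active = inhibition above the campaign's mean inhibition across all tested compounds plus 3 SD, cut at about 9.5% in these data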;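 also: 0% = DMSO only and 100% = 100 µM cantharidin control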
# proCasp7 act – counter-screen: procaspase-7 (human) activation | P55210 | recombinant procaspase-7, Ac-DEVD-pNA absorbance 405 nm; D23A/D198A/D206A triple mutant, cannot self-cleave; scale: DMSO 0, 5 µM enzyme 100 | activation, % at 8.5 µM | 330,000 tested, 0.093% active;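 active = percent activation above the screen-wide mean plus 3 SD, cut at about 25% in these data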
#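 System: Uncleavable procaspase-7 mutant enzyme; Amount: 2 µM procaspase-7 mutant as dispensed; Schedule: 1 h compound preincubation, 2 h substrate cleavage, 25 °C; Measured by: 405 nm absorbance of p-nitroaniline; Evaluation: percent activation from buffer-corrected 0–120 min absorbance change; Control set: low DMSO alone, high DMSO plus 5 µM PC-7.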
# HCV core dimer – HCV core protein dimerization inhibition. 300,000 tested, 0.33% active. AID 1899. inhibition, % at 5 µM. TR-FRET GST/Flag-core106 dimerization, 1536-well;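 active = inhibition above the mean of all tested compounds plus 3 SD, set per screening campaign, cut at about 45% in these data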
#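 System: GST/Flag-tagged HCV core106 proteins. Incubation: compound-protein-antibody incubation 4 h at 22.5 °C. Technique: HTRF with 340 nm excitation, 617/671 nm emission. Medium: KF-containing HEPES buffer, pH 7.45, DTT, CHAPS, BSA. Read-out: inhibition (%) from 671 over 617 nm ratio. Also added: Eu(K)-anti-GST 90 ng/mL plus XL665-anti-Flag 1 µg/mL.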
# GASC-1 inh – blocks human GASC-1 demethylase activity | Q9H3R0 | GST-JMJD2C(1-420) H3K9me3 demethylation, DELFIA europium | inhibition, % at 2.35 µM | 330,000 tested, 0.069% active | AID 2099;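 active = more than half of a compound's replicate wells show inhibition beyond 50%, single wells judged on their own value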;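 also: signal counts dimethyl H3K9 product captured on neutravidin plate; 0% = median of DMSO wells and 100% = 0.3 times that DMSO median; strong numbers were not always called active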
# VLA-4 inh – inhibition in a human VLA-4 binding assay; P13612; 330,000 tested, 0.2% active; AID 2557; inhibition, % (about 7 µM as worked out from the volumes in the protocol); VLA-4 expressing cells, ligand binding flow cytometry; in the data active = inhibition above about 50%
# Fh CTSL1 inh – blocks F. hepatica cathepsin L1 in PFM18AAP counter-screen. recombinant F. hepatica cathepsin L1, Z-Leu-Arg-MCA fluorescence. inhibition, % at 5.96 µM. 300,000 tested, 0.49% active;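 active = inhibition above the mean of all tested compounds plus 3 SD, set per screening campaign, cut at about 17% in these data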;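 also: 0% = plate median of test compound wells and 100% = 1 µM Z-Phe-Ala-diazomethylketone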
# PP1 counter – PP1-alpha (human) inhibition in PP5 counter-screen | inhibition, % at 6.7 µM | 320,000 tested, 0.9% active | AID 2235 | P62136 | purified PP1alpha, OMFP fluorescence;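 active = inhibition above the mean inhibition of all tested compounds plus 3 SD, computed separately for each screening campaign, cut at about 15% in these data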
# GRK2 inh – human GRK2 inhibition via aptamer displacement; inhibition of aptamer binding, % at 10 µM; 330,000 tested, 0.59% active; P25098; bead flow cytometry, FAM-aptamer displacement from GRK2;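 active = inhibition of aptamer binding above 40%, roughly 3 SD of noise, on plates passing a quality check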;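 also: median bead fluorescence of bound FAM aptamer so fluorescent compounds give negative values; no value below 0 was filed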
# Target sequence (P25098 whole entry, looked up): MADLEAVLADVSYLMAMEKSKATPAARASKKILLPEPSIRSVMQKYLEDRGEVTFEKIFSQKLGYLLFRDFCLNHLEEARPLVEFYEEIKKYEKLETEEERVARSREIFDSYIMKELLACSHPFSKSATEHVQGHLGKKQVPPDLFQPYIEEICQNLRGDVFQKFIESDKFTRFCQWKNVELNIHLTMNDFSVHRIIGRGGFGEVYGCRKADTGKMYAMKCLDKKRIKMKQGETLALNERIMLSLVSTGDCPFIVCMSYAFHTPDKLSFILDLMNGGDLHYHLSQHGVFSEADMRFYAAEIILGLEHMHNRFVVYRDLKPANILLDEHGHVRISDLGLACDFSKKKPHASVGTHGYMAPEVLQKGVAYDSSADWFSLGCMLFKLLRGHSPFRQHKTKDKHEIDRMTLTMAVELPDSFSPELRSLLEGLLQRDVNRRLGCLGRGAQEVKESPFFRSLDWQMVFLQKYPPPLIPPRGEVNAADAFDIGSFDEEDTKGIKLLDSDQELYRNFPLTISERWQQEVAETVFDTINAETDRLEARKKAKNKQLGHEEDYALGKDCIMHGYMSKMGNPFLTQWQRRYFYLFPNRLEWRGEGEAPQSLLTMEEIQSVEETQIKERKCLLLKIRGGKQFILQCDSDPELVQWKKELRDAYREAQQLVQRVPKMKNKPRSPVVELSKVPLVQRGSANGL
# procasp3 activ – activators of human procaspase-3. P42574. recombinant procaspase-3 D3A, Ac-DEVD-pNA absorbance 405 nm. activation, % at 8.5 µM. 330,000 tested, 0.11% active. AID 463141;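 active = activation above the mean of all tested compounds plus 3 SD, cut at about 21% in these data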;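 also: 0% = DMSO alone and 100% = DMSO wells spiked with extra 5 µM PC-3 D3A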
# Target sequence (P42574 whole entry D9A/D28A/D175A): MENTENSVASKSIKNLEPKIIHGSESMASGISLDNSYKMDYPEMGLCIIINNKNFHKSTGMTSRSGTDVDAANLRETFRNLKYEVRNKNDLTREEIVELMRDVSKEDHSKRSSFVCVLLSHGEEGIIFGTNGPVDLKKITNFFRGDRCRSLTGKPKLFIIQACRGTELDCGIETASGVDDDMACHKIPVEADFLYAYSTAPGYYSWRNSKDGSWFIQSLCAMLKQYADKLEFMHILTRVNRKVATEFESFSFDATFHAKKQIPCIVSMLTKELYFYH
#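 assay system = Procaspase-3 D3A mutant | signal = absorbance at 405 nm, 0 and 120 min | times = 1 h preincubation plus 2 h reaction at 25 °C | repeats = single replicate | read-out = % activation between DMSO and enzyme-spiked controls | medium = Zinc-free HEPES saline buffer with Triton X-100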
# An asterisk follows results filed as active; i = inactive; nt = no result given. Rows were taken by chance; 2.6% or so of the library scored in one or more.
SMILES	PP5 inh	proCasp7 act	HCV core dimer	GASC-1 inh	VLA-4 inh	Fh CTSL1 inh	PP1 counter	GRK2 inh	procasp3 activ
COc1ccnc(CS(=O)c2nc3cc(OC(F)F)ccc3[nH]2)c1OC (stereo not drawn)	-2.1	-26	9	20	12	-1	1	0	-21
Cc1c(OCC(=O)NC(Cc2ccc(Cl)cc2)C(=O)O)ccc2c3c(c(=O)oc12)CCC3 (stereo not drawn)	3.7	6	-2	11	-8	2	-3	4	-3
CCS(=O)(=O)N1Cc2ccccc2CC1C(=O)Nc1cccc(OC)c1 (stereo not drawn)	1.2	4	4	-13	-1	0	-9	0	-8
COc1cccc(CC(=O)Nc2ccc(S(=O)(=O)Nc3nccs3)cc2)c1	nt	2	nt	-3	-4	nt	nt	1	1
N#C/C(=C\c1ccc2c(c1)OCO2)C(N)=S	-2.5	-25	4	-1	7	1	-6	0	-15
C=CCOC(=O)C(C#N)c1nc2ccccc2nc1N1CCCC1 (stereo not drawn)	1.2	1	-2	7	-10	5	1	12	-8
O=C(O)Cn1ccc2cc(S(=O)(=O)N3CCCCCC3)ccc21	0.2	-2	4	4	14	-3	-3	2	5
Cc1ccc(C(=O)N2CCCCC2)cc1S(=O)(=O)N1CCCCCC1	-1.9	3	13	5	6	2	-1	2	-10
COC(=O)C1CCN(Cc2nnc(-c3ccccc3)o2)CC1	-0.9	1	-1	11	4	-7	-2	0	-3
COc1ccc(CCNC(=O)Cn2c(=O)[nH]c3ccsc3c2=O)cc1OC	-1.4	1	2	-9	-9	4	-3	0	7
CCN(CC)S(=O)(=O)c1cc(-c2nnc(-c3ccc(Br)cc3)o2)ccc1Br	0.9	13	24	40	13	2	0	2	-5
O=C(COC(=O)c1cnccn1)Nc1ccc(Cl)cc1C(F)(F)F	0.5	5	1	0	22	-9	-1	0	6
CCc1ccc(NC(=O)COc2ccc(F)cc2C(=O)c2cnn(-c3ccccc3)c2)cc1	1.4	-2	7	-1	22	-1	-2	0	-2
Cc1ccccc1NC(=O)CSc1nnc(CNC(=O)c2ccco2)n1C	-0.3	0	-1	11	-3	-2	-8	0	-5
O=C(Nc1nc2ccsc2c(=O)s1)c1ccc(F)cc1Cl	2.8	0	-12	1	7	0	-6	11	-6
COc1ccccc1-n1c(SCC(N)=O)nc2c(c1=O)SCC2	2.4	-3	-6	-7	2	0	1	1	-11
C=CCNC(=O)NC(=O)COC(=O)c1nc2nccc(C)n2n1	-1.5	3	-1	0	18	-3	-3	0	12
Cc1ccc(OCC(=O)O/N=C(\N)c2cccnc2)cc1	0.4	1	-2	-2	10	-21	-3	0	-2
COc1cccc(-c2cccc(NC(=O)C3CCN(Cc4cccc(C)n4)CC3)c2)c1	0.8	0	-1	9	0	1	-5	0	7
O=C(NC(NC(=S)Nc1cccc(Cl)c1)C(Cl)(Cl)Cl)OCc1ccccc1 (stereo not drawn)	4.7	-2	-2	4	0	-3	12	1	7
CC(=O)c1ccc(OCCCC(=O)Nc2cc(S(=O)(=O)N(C)C)ccc2C)cc1	-0.2	4	-2	3	3	0	-1	0	6
Cn1c(=O)c2c(nc(SCC(=O)NCC3CCCO3)n2C)n(C)c1=O (stereo not drawn)	2.6	-8	-2	4	0	-2	1	0	3
CCN(CC(=O)Nc1ccccc1-c1ccccc1)Cc1nc2ccccc2c(=O)[nH]1	1.5	1	12	0	-5	5	3	3	-3
Cn1ccnc1C(O)(c1nnc(-c2ccccc2)o1)C(F)(F)F (stereo not drawn)	3.7	0	4	6	2	0	-3	0	-8
O=C(COC(=O)c1cccs1)NCCC1=CCCCC1	1.4	10	-2	-2	7	1	-4	0	-3
CCOC(=O)/C=C1\CN(CCC(C)C)S(=O)(=O)c2ccccc21	2.4	-6	-2	30	20	2	-1	2	3
CC(=O)Nc1ccc(N=Cc2nc(-c3ccc(C)cc3)oc2O)cc1	0.7	-2	65*	-6	-6	-4	4	0	3
CSC1=NC2(C[C@H]2c2ccccc2)C(=O)N1C (stereo partly drawn)	2.3	-2	-4	-5	9	2	1	3	-1
COc1ccc2oc(=O)c(C(=O)Nc3cccc(C)c3)cc2c1	1.6	-3	4	-1	-4	3	2	3	2
Cc1nn2c(=O)nc3sc4c(c3c2[nH]c1=O)CCCC4	2.4	3	-5	-7	3	-2	2	1	4
Cc1cccc(NCCC(=O)c2ccc([N+](=O)[O-])cc2)c1C	2.0	-52	3	-15	-2	4	-4	0	-31
Cc1ccc(NC(=O)c2ccccc2F)c(NC(=O)c2ccccc2F)c1	1.2	4	1	-5	-2	1	-5	nt	1
CCC(Sc1nc(N)c(NC(=O)c2ccc(OC)cc2)c(=O)[nH]1)C(=O)O (stereo not drawn)	0.4	3	-6	1	2	3	-1	2	11
OCCC1CN(Cc2cccn2-c2nccs2)CCN1C1CCCCC1 (stereo not drawn)	3.1	3	7	-10	14	2	0	0	5
O=c1c2cccnc2n(-c2ccccc2)n1Cc1c(Cl)cccc1Cl	-1.4	0	-1	10	-10	2	-3	3	-3
O=C(CN1CCN(S(=O)(=O)N2CCCCC2)CC1)Nc1cc(Cl)ccc1Cl	1.6	5	16	8	-9	3	2	1	7
O=C(CNC(=O)c1sc2ccccc2c1Cl)Nc1ccccc1F	-0.5	5	4	-1	9	4	-1	1	0
Cc1cc(C)n(CCCNCC(O)c2ccccc2)n1 (stereo not drawn)	-0.8	3	-1	0	-1	2	2	0	1
CCOC(=O)c1cc2c(ccn2C)n1CC(=O)N1C(C)CCCC1C (stereo not drawn)	-0.8	-7	-3	3	9	2	-2	2	1
c1cncc(-c2csc(NCc3ccco3)n2)c1	0.1	-8	-2	107	-6	2	1	0	-8
COc1ccc2[nH]c(C(=O)O)c(NS(=O)(=O)c3ccc(Cl)s3)c2c1	3.3	4	-2	-1	6	0	3	0	0
COc1ccc(/C=N/Nc2ccc(C(=O)O)cc2)cc1OC	-0.9	2	-20	-3	1	5	-5	2	6
O=C1NC[C@@H](c2ccccc2)OC(=O)[C@H](Cc2ccc(F)cc2)CC/C=C/C[C@H]1CC(=O)N(CCO)Cc1ccccc1	nt	5	nt	3	7	nt	nt	0	-7
COc1ccc(/C=N/NC(=O)CCNc2n[nH]c(=O)[nH]c2=O)c(OC)c1	-0.2	-3	1	-2	-7	-4	-15	3	4
O=c1c(-c2ccnn2-c2cccc(Cl)c2)cnc2n1CCS2	2.3	13	1	-18	-16	-2	3	1	2
O=C(CSc1nnnn1-c1cccnc1)Nc1ccc(F)cc1F	-2.2	-2	6	-5	11	-2	3	3	-3
Cc1ccc(C(=O)NNC(=O)C2CCN(c3nc(C)cc(C)n3)CC2)cc1	3.2	-2	4	-5	1	0	-1	1	8
CN1/C(=C\C=N\O)C(C)(C)c2ccccc21	3.3	-10	-3	-12	-12	2	-3	6	5
C[C@H]1CN=C(Nc2ccccc2)N1CCCC1CCCC1	1.6	5	-14	-2	47	-2	-3	0	1
COc1ccccc1C(=O)NC(=O)CSc1nc2nc(C)cc(C)n2n1	1.6	7	nt	0	23	nt	-4	1	2

# Part of the list above, with two lines to a compound.
# Results follow in this order: PP5 inh | proCasp7 act | HCV core dimer | GASC-1 inh | VLA-4 inh | Fh CTSL1 inh | PP1 counter | GRK2 inh | procasp3 activ
> Cn1c(=O)c2c(nc(SCC(=O)NCC3CCCO3)n2C)n(C)c1=O (stereo not drawn)
→ 2.6 | -8 | -2 | 4 | 0 | -2 | 1 | 0 | 3
> N#C/C(=C\c1ccc2c(c1)OCO2)C(N)=S
→ -2.5 | -25 | 4 | -1 | 7 | 1 | -6 | 0 | -15
> O=C(COC(=O)c1cnccn1)Nc1ccc(Cl)cc1C(F)(F)F
→ 0.5 | 5 | 1 | 0 | 22 | -9 | -1 | 0 | 6
> CCc1ccc(NC(=O)COc2ccc(F)cc2C(=O)c2cnn(-c3ccccc3)c2)cc1
→ 1.4 | -2 | 7 | -1 | 22 | -1 | -2 | 0 | -2
> CCN(CC)S(=O)(=O)c1cc(-c2nnc(-c3ccc(Br)cc3)o2)ccc1Br
→ 0.9 | 13 | 24 | 40 | 13 | 2 | 0 | 2 | -5
> COc1ccc(CCNC(=O)Cn2c(=O)[nH]c3ccsc3c2=O)cc1OC
→ -1.4 | 1 | 2 | -9 | -9 | 4 | -3 | 0 | 7

# Three successive compounds from above, quoted:
SMILES	PP5 inh	proCasp7 act	HCV core dimer	GASC-1 inh	VLA-4 inh	Fh CTSL1 inh	PP1 counter	GRK2 inh	procasp3 activ
c1cncc(-c2csc(NCc3ccco3)n2)c1	0.1	-8	-2	107	-6	2	1	0	-8
COc1ccc2[nH]c(C(=O)O)c(NS(=O)(=O)c3ccc(Cl)s3)c2c1	3.3	4	-2	-1	6	0	3	0	0
COc1ccc(/C=N/Nc2ccc(C(=O)O)cc2)cc1OC	-0.9	2	-20	-3	1	5	-5	2	6

# Following part:
SMILES	PP5 inh	proCasp7 act	HCV core dimer	GASC-1 inh	VLA-4 inh	Fh CTSL1 inh	PP1 counter	GRK2 inh	procasp3 activ
CCOC(=O)N1CCN(C(=O)C2CCN(S(=O)(=O)c3cc(C)ccc3OC)CC2)CC1	1.8	-16	2	-9	14	3	-6	0	1
CCOP(=O)(OCC)c1nc(-c2ccccc2)oc1NCc1ccccc1	0.3	-13	-1	-1	-14	-5	-1	2	-4
COCCNc1nc(C)c(C(C)=O)s1	2.5	-1	-4	1	-16	1	5	0	5
Cc1ccccc1NCN1C(=O)C2C3C=CC(C3)C2C1=O (stereo not drawn)	5.2	5	-3	-11	-3	-2	0	0	3
CC(=O)Oc1ccc2c(c1)c(C(C)=O)c(C)n2C	-1.0	6	-4	-4	i	-32	0	5	4
O=C(NCc1nnnn1-c1ccc(F)c(F)c1)c1cc2ccccc2o1	-1.8	-1	-2	15	1	4	-6	4	7
O=C(/C=C/c1ccccc1Cl)c1ccc(O)cc1	1.6	5	9	0	4	-3	1	0	-6
CN1CCN(NC(=O)c2ccc(Br)s2)CC1	-1.5	1	-2	-1	13	-3	-8	0	3
COCCCNC(=O)Cn1c(=O)n(CC(=O)N2CCCCC2)c(=O)c2sccc21	2.5	-9	-6	10	17	0	-4	3	2

# By substructure: the compounds so far containing a cyano group (2)
SMILES	PP5 inh	proCasp7 act	HCV core dimer	GASC-1 inh	VLA-4 inh	Fh CTSL1 inh	PP1 counter	GRK2 inh	procasp3 activ
N#C/C(=C\c1ccc2c(c1)OCO2)C(N)=S	-2.5	-25	4	-1	7	1	-6	0	-15
C=CCOC(=O)C(C#N)c1nc2ccccc2nc1N1CCCC1 (stereo not drawn)	1.2	1	-2	7	-10	5	1	12	-8
